# 14-3-3 Bad PPI = disrupts binding of bovine 14-3-3 zeta to phospho-Bad peptide; P63103; TR-FRET 14-3-3zeta/Dy647-pBad peptide displacement, 1 h; inhibition, % at 21.7 µM; hit rate 0.71% among 220,000; AID 781;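 active = inhibition above about 70%, limit read from the data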;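 note: 0% = full 14-3-3 plus peptide FRET controls and 100% = background without 14-3-3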
# Target sequence (P63103 whole entry, looked up): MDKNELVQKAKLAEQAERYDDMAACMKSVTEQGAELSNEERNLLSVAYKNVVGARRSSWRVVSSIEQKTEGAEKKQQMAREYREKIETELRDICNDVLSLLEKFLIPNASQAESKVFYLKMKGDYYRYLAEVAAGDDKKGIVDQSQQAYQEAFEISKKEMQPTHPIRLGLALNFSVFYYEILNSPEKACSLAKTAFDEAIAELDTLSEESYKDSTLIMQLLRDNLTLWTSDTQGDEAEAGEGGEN
# eIF4E 4G PPI = eIF4E/eIF4G interaction inhibition in translation initiation. TR-FRET eIF4E-eIF4GI(517-606) binding, 2 h. inhibition, % at 21.7 µM. hit rate 0.37% among 220,000;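 note: 0% = full FRET control wells and 100% = background wells lacking eIF4GI fragment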
# KCC2 mod = modulators of human KCC2 chloride dependent transport. KCC2 cells, thallium flux FluoZin-2 fluorescence. B-score of Tl+ flux slope (higher = more flux/activation; lower = inhibition) at 10 µM. hit rate 2.2% among 190,000;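 active = thallium flux slope and its plate-corrected score both differing from the plate sample mean at a set confidence after two filtering rounds, in either direction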;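 note: slope of fluorescence scaled to starting intensity during 10 to 20 s after thallium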
# hK5 inh = blocks human kallikrein 5 protease activity; inhibition, % at 5 µM; recombinant hK5, fluorogenic AMC substrate cleavage; AID 873; hit rate 0.59% among 210,000; Q9Y337;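 active = inhibition of 40% or more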;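 note: 0% = enzyme controls without compound and 100% = no-enzyme blanks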
# Target sequence (Q9Y337 67-293 limits assumed): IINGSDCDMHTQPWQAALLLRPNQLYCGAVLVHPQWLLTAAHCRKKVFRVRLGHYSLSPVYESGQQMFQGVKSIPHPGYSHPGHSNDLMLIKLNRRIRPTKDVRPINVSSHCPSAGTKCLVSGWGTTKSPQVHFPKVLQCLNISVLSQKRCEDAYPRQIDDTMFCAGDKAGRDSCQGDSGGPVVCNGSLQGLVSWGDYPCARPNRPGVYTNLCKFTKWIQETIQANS
# Furin inh = inhibitors of human furin; purified furin, fluorogenic substrate cleavage; inhibition, % at 30 µM; hit rate 0.061% among 220,000; AID 463115; in the data active = inhibition above about 25%; note: inactives centre near -15
# NCF1 inh = p47phox (human) inhibition. P14598. p47phox/p22phox peptide binding, fluorescence polarization, 2 h. inhibition, % at 24.7 µM. hit rate 0.53% among 220,000;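 note: 0% = p47phox with labelled peptide and 100% = labelled peptide alone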
# EBV gp42 block = inhibitors of Epstein-Barr virus glycoprotein 42 | Q1HVG2 | hit rate 0.42% among 220,000 | Fluorescence polarization binding assay, mP read-out | inhibition, % (tested at 21.74 µM); in the data active = inhibition above about 50%
# Target sequence (Q1HVG2 whole entry, looked up): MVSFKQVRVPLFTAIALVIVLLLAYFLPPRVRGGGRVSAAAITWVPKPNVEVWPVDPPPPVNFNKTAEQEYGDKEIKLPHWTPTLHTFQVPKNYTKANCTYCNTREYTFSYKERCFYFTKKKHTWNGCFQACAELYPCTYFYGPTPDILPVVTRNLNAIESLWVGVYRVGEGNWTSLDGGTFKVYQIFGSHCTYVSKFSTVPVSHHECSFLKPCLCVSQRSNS
# thrombin 1536 = blocks human thrombin protease activity. alpha-thrombin, Boc-VPR-AMC fluorogenic substrate cleavage. AID 1046. hit rate 0.26% among 220,000. inhibition, % at 5 µM;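 active = inhibition at or above 40%; inactive = inhibition below 40%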;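 note: 0% = enzyme with no compound and 100% = wells without enzyme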
#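 Test system: human alpha-thrombin protein / Dosing: one concentration per compound, 5 µM, with 0.2% DMSO / Medium: pH 7.5 Tris-saline with Tween 20 / Benchmarks: no-compound enzyme wells and no-enzyme blanks / Read-out basis: percent inhibition of thrombin substrate cleavage / Timing: reaction at room temperature / Measured by: fluorescence, ex 355 nm, em 460 nm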
# Rad51 HR inh = Rad51 (human) homologous recombination inhibition. Q06609. hRad51 DNA strand exchange, fluorescence dequenching. inhibition, % at 10 µM. hit rate 0.085% among 200,000;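 active = inhibition above 40% at the single screening dose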;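 note: 0% = DMSO control wells and 100% = blanks with heterologous ssDNA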
# Target sequence (Q06609 whole entry, looked up): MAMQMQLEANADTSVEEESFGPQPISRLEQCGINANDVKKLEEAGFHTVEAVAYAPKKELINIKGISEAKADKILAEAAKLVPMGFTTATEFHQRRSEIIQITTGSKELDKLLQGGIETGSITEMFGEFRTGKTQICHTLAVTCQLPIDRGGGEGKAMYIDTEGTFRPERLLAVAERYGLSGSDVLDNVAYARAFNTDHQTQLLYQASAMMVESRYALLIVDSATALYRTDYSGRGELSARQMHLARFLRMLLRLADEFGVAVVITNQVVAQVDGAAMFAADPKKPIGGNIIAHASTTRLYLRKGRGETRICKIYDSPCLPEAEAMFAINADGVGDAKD
#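 Material: human Rad51–ssDNA filaments; Probe or stimulus: labelled 47-mer dsDNA for strand exchange; Doses: single 10 µM dose; Incubation: 37 °C 15-min filament assembly, 30-min compound preincubation, 15-min exchange; Technique: FRET fluorescence dequenching, excitation 485 nm, emission 520 nm; Measure: Fluorescence-based percent inhibition, control- and blank-normalised; Benchmarks: plate control and blank wells.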
# The depositor's hits bear a star; nt = no result given; [ ] = remark or other dose.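 Rule for the calls, unless noted: active = inhibition above about 30% (limit read from the data); inactive = the rest.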
SMILES,14-3-3 Bad PPI,eIF4E 4G PPI,KCC2 mod,hK5 inh,Furin inh,NCF1 inh,EBV gp42 block,thrombin 1536,Rad51 HR inh
COc1cc(NC(=O)/C=C/c2ccccc2)c(C(=O)O)cc1OC,3,0,-2,4,-9,2,-8,-2,8
CCSc1nc(N)c2c3c(sc2n1)CCC3,-18,-1,nt,-13,-25,-17,-19,-2,-3
CCOc1cc(/C=N/NC(=O)NN(C)c2ncc(C(F)(F)F)cc2Cl)ccc1O,-31,0,-0.45,0,-21,28,1,0,11
O=C(/C=C/c1ccc(Cl)cc1)c1cccnc1,59,0,-0.1,-16,-15[20 µM],8,1,1,3
CC(SCc1ccccc1)C(=O)Nc1ccc(F)cc1 (stereo not drawn),-5,-1,-0.38,8,-6,-9,-7,1,3
Cc1ccc(NC(=S)N2CCN(Cc3ccccc3)CC2)c(C)c1,-9[fluorescence artefact?],8,-0.87,-15,-9,-4,-3,-8,-7
C[N+]1(CC2COC3(CCCCC3)O2)CCCCC1 (stereo not drawn),1,5,-0.89,-3,-20,-1,-50,-6,1
O=C(c1ccc2c(c1)OCO2)N1CCN(C(=O)c2ccco2)CC1,-4,3,-0.67,7,-12[20 µM],-1,-3,-1,13
O=C(Nc1cccc(Cl)c1)N(Cc1nc2ccccc2c(=O)[nH]1)C1CCCC1,6,3,0.49,8,-21,-1,29,-3,-5
Cc1cc([N+](=O)[O-])nn1CCCC(=O)NCc1ccc(F)cc1,-3,0,-0.34,-2,-33,2,1,-5,12
COc1ccc(-c2nn(-c3ccccc3)cc2C(=O)O)cc1,3,-2,-1.8,-12,1,-10,-9,-2,4
COc1ccc(S(=O)(=O)N2CCN(CCC(=O)Nc3ccccc3F)CC2)cc1,-4,3,-0.83,-9,-17[20 µM],-34,-2,-8,1
O=C(Nc1ccccc1Br)c1c(F)cccc1Cl,-6,-6,-0.081,-2,-31,3,-1,-5,-6
COc1ccc(S(=O)(=O)n2ccc(-c3ccc4c(c3)CCC(C)(C)O4)n2)cc1,-7,0,-0.65,1,-9,-6,-16,-4,nt
Cc1ccc(CN2CCN(/N=C/c3ccc(C)s3)CC2)c(C)c1,-4[fluorescence artefact?],18[fluorescence artefact?],0.31,-18,-11,-10,-5,-10,-7
O=C(NCS(=O)(=O)c1ccccc1)c1ccccc1,1,-2,nt,8,-9,-7,-6,1,0
COc1ccc(N(CC(=O)NC2CCCC2)C(=O)CS(=O)CC(=O)Nc2ccc3c(c2)OCO3)cc1 (stereo not drawn),-5,-2,1.2,0,-15,1,8,-8,-3
O=C(CSc1nnc(CCCN2C(=O)c3cccc4cccc(c34)C2=O)n1-c1ccccc1)NCCCN1CCOCC1,-8,-4[fluorescence artefact?],-0.64,-6,-14,-3,-2,3,nt
CC(CCc1ccccc1)NC(=O)c1nnc(Cc2ccc(Cl)cc2)o1 (stereo not drawn),-3,-5,0.017,-16,-19,-13,-2,-3,7
Cc1ccc2[nH]c(CN3CCC(CO)(CC4CCCCO4)CC3)c(C)c2c1 (stereo not drawn),-10,0,-0.52,nt,-27,-10,-13,-7,nt
O=C(CN1C(=O)NC2(CCCCC2)C1=O)NC1CCCc2ccccc21 (stereo not drawn),-1,0,0.84,-9,-24,-25,-16,-2,-9
NC(=O)NC(=O)CSc1nnc(-c2ccc(Cl)cc2)n1CC1CCCO1 (stereo not drawn),-4,-3,nt,-3,-6,6,-13,-14,2
CCOC(=O)c1c(N)n(CC(C)NC(=O)C2CC2)c2nc3ccccc3nc12 (stereo not drawn),1,-1,0.18,-180,-14,-1,-15,-9,0
COc1ccc(C(=O)O/N=C/c2ccc(S(=O)c3ccc(Cl)cc3)nc2)cc1 (stereo not drawn),52[fluorescence artefact?],2,0.0036,-25,-20[20 µM],-6,0,-1,-2
O=C(Nc1ccccc1N1CCOCC1)c1cc(F)cc(F)c1,-13,0,1.1,-5,-4,-4,0,-12,7
O=C(O)c1cccnc1SCC(=O)N1CCCCCC1,4[fluorescence artefact?],-1,-0.55,-14,-7,-16,-18,-1,-5
CC(=O)C1C(=O)C=C(c2ccco2)CC1c1ccccc1 (stereo not drawn),-8,7,0.7,5,-8,-3,-23,3,0
CC[C@H](C)[C@@H](NC(=O)O[C@@H]1C(=O)c2cc(OC)ccc2O[C@H]1c1ccc(OC)c(Br)c1)C(=O)OC,1,7,1.5,-4,-17,-12,-9,3,1
O=C(CCN1C(=O)/C(=C/c2ccc(F)cc2)SC1=S)NNC(=O)c1cccnc1,5,2[fluorescence artefact?],0.43,-1,-6,3,15,-6,3
O=C(c1cccc(F)c1)N1CCc2ccccc2C1,26,7,0.081,-15,-18[20 µM],3,-10,-10,1
Cc1ccc(NCc2ccc(O)c3ncccc23)cc1C,-12,2,1.9,-55,-6,9,5,5,24
COc1cc(OC)c(-c2cc(C(=O)O)ccc2OC)c(OC)c1,-8,4,-0.44,-18,-17,-9,-13,-6,-1
O=C(O)CN1C(=O)/C(=C/c2ccc(N3CCCCC3)o2)SC1=S,-3,-3,0.55,45*,1,-253,-2,8,nt
CCOc1ccc(CNC(=O)c2cc3oc4ccccc4c3n2C)cc1,-3,12,-0.42,1,-26[20 µM],-2,-5,5,-5
CC1CCC/C(=N\Nc2ccc(Cl)c(C(=O)O)c2)C1 (stereo not drawn),3,7[fluorescence artefact?],0.61,-11,-16,-16,-12,-5,-9
Cc1cc(=O)oc2cc(OCC(=O)NCc3ccco3)ccc12,-1,0,-0.77,42*,-28[20 µM],4,-10,19,-6
CCOC(=O)CSc1nc2sc3c(c2c(=O)n1C1CCCCC1)CCN(C)C3,1,2,0.19,-5,0[20 µM],-15,-6,-4,-11
C=CCNC(=O)c1cnc2n(c1=O)CCS2,6[fluorescence artefact?],5,0.18,-2,-17,-4,-26,-3,9
O=C(NCc1ccccc1F)C1CCN(C(=O)c2sccc2-n2cccc2)CC1,-9,5,-0.74,nt,-34,-2,-1,0,nt
O=c1[nH]c2c(s1)C(c1ccccc1)C1C3CCC(C3)C1S2 (stereo not drawn),10,4,-0.0096,-13,-19[20 µM],-5,-4,-10,7

# Taken from above:
# Under EBV gp42 block, O=C(O)CN1C(=O)/C(=C/c2ccc(N3CCCCC3)o2)SC1=S reads -2
# Under KCC2 mod, COc1cc(OC)c(-c2cc(C(=O)O)ccc2OC)c(OC)c1 reads -0.44
# Under 14-3-3 Bad PPI, CCOc1ccc(CNC(=O)c2cc3oc4ccccc4c3n2C)cc1 reads -3

# (further entries)
SMILES,14-3-3 Bad PPI,eIF4E 4G PPI,KCC2 mod,hK5 inh,Furin inh,NCF1 inh,EBV gp42 block,thrombin 1536,Rad51 HR inh
O=C(Cc1ccc(F)cc1)NC1CCSC1=O (stereo not drawn),-7,0,1.1,3,-15,1,-15,-10,-1
CCOC(=O)c1sc(N)nc1C(C)(C)C,74*,7,-0.081,3,0[20 µM],-11,-37,1,0
Cc1nc(NCCc2ccccc2)c2oc3ccccc3c2n1,42,-9,-1.9,-22,-22[20 µM],-14,6,-7,-4
Cc1nn(C)c(=O)n1N(C)c1ncc(C(F)(F)F)cc1Cl,5,3,-0.27,2,-8,-1,-17,0,-2
CCn1c(COc2ccc(=O)n(-c3ccccc3)n2)n[nH]c1=S,-14,2,-0.067,-1,-14,-5,0,-9,3
CCN(CCCNC(=O)C1CCC(=O)N1Cc1ccc(C)cc1)c1cccc(C)c1 (stereo not drawn),2,-4,nt,2,-14,-9,3,1,6
O=C(NC1CCCc2ccccc21)c1cn2ccccc2n1 (stereo not drawn),3,6,-0.045,-3,-20,-1,-7,-21,3
CN(C)c1nc(OCCOC(=O)c2ccccc2)nc(N(C)C)n1,-2[fluorescence artefact?],8[fluorescence artefact?],nt,-5,-15,-8,-1,3,9
CC1CC(=O)Nc2ccccc2N1S(=O)(=O)c1ccc(F)cc1F (stereo not drawn),-2,-3,-0.0031,2,-20,-15,-12,1,9
COC(=O)c1ccc(N=NN2CCOCC2)cc1,-10,1,0.46,-10,-10,-10,-15,-8,-2
CC(C)n1cc(C(=O)c2cc(Br)ccc2O)cc(C#N)c1=O,-6,-6,0.13,-18,-2[20 µM],14,-7,5,-6
CC(Nc1ncnc2nc[nH]c12)c1ccccc1 (stereo not drawn),4[fluorescence artefact?],0[fluorescence artefact?],0.82,-11,-24,-5,-13,0,0
CCOC(=O)N1CCN(C(=O)c2c(N)no[n+]2[O-])CC1,-3,3,0.12,-2,-11,-1,-24,-3,-4
O=C(CSC1=NS(=O)(=O)c2ccccc21)Nc1ccccc1,5,3,-1.2,-8,-21,-7,-15,5,1
Cc1ccc(C2c3c(-c4ccccc4O)n[nH]c3C(=O)N2Cc2ccncc2)cc1 (stereo not drawn),-6,2,nt,-3,-21,-14,6,-10,5
Cc1ccc(C(=O)NC(NC(=O)c2ccc(C)cc2)c2cccc([N+](=O)[O-])c2)cc1,9,3[fluorescence artefact?],-0.93,-14,-12,1,-3,-8,-5
Cc1onc(-c2c(Cl)cccc2Cl)c1COC(=O)c1ccc([N+](=O)[O-])cc1,-17,-1,-0.32,-1,-17,-2,-2,-5,16
Cc1cc(C)nc(/N=C2\NC(=O)CC(C(=O)O)N2c2cccc(Cl)c2)n1 (stereo not drawn),33,1,0.71,-2,-6,-6,-11,-5,-11
Cc1cccc(CN2CCN(C(=S)Nc3ccccc3)CC2)c1,-8,-1,-0.37,-3,-25,-15,-12,-8,-2
CCn1c(SCC(=O)NCc2ccco2)nc2cccnc21,3,-4,-0.4,-6,-4[20 µM],7,0,-2,-4
Cc1ccc2c(C(=O)CN3CCSCC3)c(C)[nH]c2c1,-14,-3,0.32,-5,-20[20 µM],-16,-9,-3,5
Cc1onc(-c2ccccc2Cl)c1C(=O)N1CCCCC1C(=O)O (stereo not drawn),5,0,0.52,2,-17,-7,-5,2,-8
Cc1nn(C)cc1/C=N/NC(=S)Nc1ccc(Cl)cc1Cl,10,7[fluorescence artefact?],3.6,-25,-12,11,5,-2,nt
O=C(Nc1cc(S(=O)(=O)N2CCOCC2)ccc1N1CCCC1)c1ccc2c(c1)S(=O)(=O)c1ccccc1C2=O,15,4,0.35,nt,-17,-15,-11,-3,nt
O=[N+]([O-])c1ccccc1/C=C/C=N/Nc1ccc(S(=O)(=O)Nc2ccc(Cl)cc2)cc1[N+](=O)[O-],-15,7,1.1,-3,-5,-15,-13,0,-1
Nc1ccccc1C(=O)Nc1nccs1,3,4,0.025,-3,-27,3,-7,-6,13
O=C(NCc1cccc(C(F)(F)F)c1)c1cccc(Cl)c1Cl,14[fluorescence artefact?],-6[fluorescence artefact?],-0.31,-7,-16,-6,-8,0,nt
CC(C)CCNC(=O)CO/N=C/c1ccccc1OC(F)F,2,-3,-0.64,-2,-18,-12,-9,6,6
CCN1CCN(C(=O)c2cc3sccc3n2CC(=O)c2ccccc2)CC1,-10,-3,0.82,-15,-4[20 µM],-3,-13,1,1

# Some entries already given, showing only KCC2 mod, NCF1 inh and EBV gp42 block:
Molecule	KCC2 mod	NCF1 inh	EBV gp42 block
CCN1CCN(C(=O)c2cc3sccc3n2CC(=O)c2ccccc2)CC1	0.82	-3	-13
Nc1ccccc1C(=O)Nc1nccs1	0.025	3	-7
